# Compound activity as filed in PubChem.
# Diaphorase act: counter-screen for diaphorase-based assays: diaphorase activators and chemical reducers | Diaphorase/resazurin coupled assay, resorufin fluorescence, 16 min; hits give high values; 1 = vehicle wells, 0 = NADH-free wells | activation factor at 20 µM | hit rate 0.005% among 190,000;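 active means diaphorase activity raised at least twofold by the compound at 20 µM; inactive means activation factor below 2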
#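 Material: purified diaphorase enzyme from Clostridium kluyveri / Medium: HEPES pH 7.4 buffer with MgCl2 and Tween 20 / Schedule: enzyme reaction of 16 min at room temperature / Measured by: resorufin fluorescence, excitation 544 nm, emission 590 nm / Evaluation: rise in resorufin formation, marking diaphorase activation or chemical reduction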
# TNAP inh no acc: inhibitors of human TNAP without phosphate acceptor; P05186; purified TNAP, CDP-star luminescence, 30 min; inhibition, % at 20 µM; hit rate 0.26% among 200,000; AID 1012;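 active means tissue-nonspecific alkaline phosphatase inhibition above about 50% at 20 µM in the single-dose screen, limit read from the data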;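 further: 0% = DMSO negative control and 100% = EDTA positive control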
# G6PDH CS: L. mesenteroides G6PDH inhibition counter-screen; hit rate 0.12% among 200,000; Purified L. mesenteroides G6PDH, diaphorase/resazurin coupled fluorescence, 45 min; inhibition, % at 5 µM; in the data active means inhibition above about 50%
# PMI activator: activators of human phosphomannose isomerase | P34949 | purified human PMI, coupled resazurin fluorescence, 20 min; hits give high values; 1 = vehicle control, 0 substrate-free wells | activation factor at 20 µM | hit rate 0.005% among 190,000 | AID 1214;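 active means activation factor of 2 or more at 20 µM, relative to plate controls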
# Target sequence (P34949 whole entry, looked up): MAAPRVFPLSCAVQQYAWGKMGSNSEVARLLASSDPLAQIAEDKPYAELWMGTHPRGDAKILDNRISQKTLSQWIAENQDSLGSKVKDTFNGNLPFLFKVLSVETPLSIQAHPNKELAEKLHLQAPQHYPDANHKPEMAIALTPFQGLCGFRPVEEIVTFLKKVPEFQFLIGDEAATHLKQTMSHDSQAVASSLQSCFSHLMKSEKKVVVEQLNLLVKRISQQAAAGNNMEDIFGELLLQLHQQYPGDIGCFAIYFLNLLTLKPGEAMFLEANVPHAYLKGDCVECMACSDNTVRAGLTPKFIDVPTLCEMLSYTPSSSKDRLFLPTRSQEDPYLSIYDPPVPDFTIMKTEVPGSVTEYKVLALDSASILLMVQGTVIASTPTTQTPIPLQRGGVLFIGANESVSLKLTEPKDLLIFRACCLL
# TNAP act hi DEA: TNAP (human) activation, high acceptor; P05186; purified TNAP, CDP-star luminescence, 1 M DEA, 30 min; hits give high values; 0 = EDTA background, 1 = DMSO-only activity; 200,000 tested, under 10 active; activation factor at 20 µM;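 active means activation factor at least 2 at 20 µM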
#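 Test system – human TNAP · Doses – 20 µM single point · Incubation – 30 min, room temperature · Signal – luminescent substrate turnover signal · Read-out basis – activation factor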
# FLuc act counter: firefly luciferase counter-screen for stimulation assays; ATPlite luciferase biochemical, luminescence, 10 min; 0 = ATP-free wells, 1 = DMSO control; activation factor at 10 µM; P08659; 200,000 tested, under 10 active;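 active means luciferase activation factor, scaled between plate controls, of at least 2 with compound at 10 µM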
# Target sequence (P08659 whole entry, looked up): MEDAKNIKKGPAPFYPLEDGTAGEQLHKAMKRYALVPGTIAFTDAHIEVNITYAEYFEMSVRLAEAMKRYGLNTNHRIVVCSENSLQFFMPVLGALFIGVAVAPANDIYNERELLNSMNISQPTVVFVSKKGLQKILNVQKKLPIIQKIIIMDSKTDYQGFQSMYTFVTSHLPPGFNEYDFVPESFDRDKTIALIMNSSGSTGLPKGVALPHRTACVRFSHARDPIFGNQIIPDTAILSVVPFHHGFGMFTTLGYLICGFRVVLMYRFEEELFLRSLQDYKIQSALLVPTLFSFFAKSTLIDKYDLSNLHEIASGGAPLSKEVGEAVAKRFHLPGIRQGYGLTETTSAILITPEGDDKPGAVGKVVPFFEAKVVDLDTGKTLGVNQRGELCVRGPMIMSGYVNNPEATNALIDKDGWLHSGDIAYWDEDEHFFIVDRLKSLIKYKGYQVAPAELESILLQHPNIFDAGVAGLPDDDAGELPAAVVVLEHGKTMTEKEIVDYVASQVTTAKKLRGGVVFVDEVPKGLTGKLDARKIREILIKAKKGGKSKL
#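 Assay system: Luciferase/luciferin detection reagent, cell-free biochemical luciferase assay / Also added: ATP substrate / Schedule: 10 min at ambient temperature / Measured by: luminescence measurement of luciferase light output / Benchmarks: low control with PBS replacing ATP, high control enzyme plus ATP without compound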
# TNAP inh hiacc: TNAP (human) inhibition, high acceptor | P05186 | purified TNAP, CDP-star luminescence, 1 M DEA | inhibition, % at 20 µM | hit rate 0.03% among 200,000;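 active means over 50% inhibition of tissue-nonspecific alkaline phosphatase at 20 µM in the single-dose screen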;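 further: plate controls were DMSO wells for no effect and EDTA-quenched wells as full inhibition for full effect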
# HMGR II inh: inhibitors of class II HMG-CoA reductase from Enterococcus faecalis; purified E. faecalis HMGR, NADPH absorbance 340 nm kinetic; inhibition, % at 10 µM; hit rate 0.41% among 190,000; AID 1066;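 active means inhibition above a set limit, the median over all tested compounds plus 3 SD, cut at about 9.5% in these data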;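 further: enzyme runs in reverse so mevalonate oxidation gives rising NADPH absorbance; 0% = complete reaction with DMSO and 100% = background rate lacking mevalonate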
# PMI act hi M6P: activators of human phosphomannose isomerase at near-saturating mannose 6-phosphate. P34949. activation factor at 20 µM. coupled PMI enzyme assay, resazurin fluorescence, 20 min; hits give high values; 1 = untreated enzyme, 0 = substrate-free blank. hit rate 0.34% among 190,000;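 active means activation factor of 2 or more at 20 µM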
#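 Material: human phosphomannose isomerase with PGI, G6PDH, diaphorase coupling enzymes. Quantity: 15 ng/mL PMI. Medium: HEPES pH 7.4 buffer with MgCl2 and Tween-20. Reagent: Near-saturating mannose-6-phosphate, 1.0 mM. Compound: 20 µM single dose. Times: enzyme reaction with compound 20 min at room temperature. Detection: resorufin fluorescence at Ex 544/Em 590 nm.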
# Diaph inh CS: counter-screen for diaphorase-based assays: diaphorase inhibitors and chemical oxidizers; AID 1217; inhibition, % at 20 µM; hit rate 0.69% among 190,000; diaphorase resazurin-to-resorufin fluorescence, NADH, 16 min; bacterial (C. kluyveri) enzyme, not human;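 active means primary screen inhibition at 20 µM above a set limit, cut at about 50% in these data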;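 further: plate controls were DMSO with full reaction for no effect and wells lacking NADH for full effect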
#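 Detection: fluorescence of resorufin formed from resazurin, Ex 544/Em 590 nm; test system: Clostridium kluyveri diaphorase enzyme; amount: 0.14 U/mL diaphorase, enzyme working solution; times: 16-min room-temperature incubation before reading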
# Active calls of the source: *; . = no result given. Hits appear at their usual frequency; about 1.7% have a hit in one of these screens.
SMILES,Diaphorase act,TNAP inh no acc,G6PDH CS,PMI activator,TNAP act hi DEA,FLuc act counter,TNAP inh hiacc,HMGR II inh,PMI act hi M6P,Diaph inh CS
COc1cccc(-n2nc(C(C)=O)c(=O)[nH]c2=O)c1,1,-8,13,1.1,1,1,-1,0,1,-1
CC1(C)Cc2c(C#N)c(SCCOc3ccccc3)nc(N3CCOCC3)c2CO1,0.7,-11,-21,0.8,1,1,-4,-3,0.8,30
Cc1cc2ccccc2n1CCNC(=O)Cc1cccc2ccccc12,1,6,28,0.9,1.1,1,-5,1,1,2
Oc1ccc(-c2csc(-c3c[nH]c4ccccc34)n2)c(O)c1,1.1,-7,-4,1.1,1,0.9,-2,-2,1,-7
Cc1ccc(CN2CCN(Cc3cn(C)nc3-c3ccccc3)CC2CCO)o1 (stereo not drawn),1.1,-9,6,1,1,1,-3,1,1.1,-6
CC(C)[C@H](NC(=O)c1ccccc1)C(=O)O,0.9,-15,0,1,1,1,-3,-3,1,12
CCN(Cc1ccccc1)C(c1ccccn1)c1nnnn1C1CCCCC1 (stereo not drawn),0.8,-9,3,1,1,1,-2,1,0.9,17
CCCCN(C(=S)Nc1cccc(C)c1C)c1c(N)n(CCC)c(=O)[nH]c1=O,0.9,-10,-2,0.9,1,1,-4,-18,0.9,13
COC(=O)c1cc(Br)c(=O)n(CCc2ccccc2)c1,0.9,-10,3,1.1,1,1.1,-4,-3,1,10
CN1CCN(C(=O)c2ccc3c(c2)OCCO3)CC1,0.8,-11,4,1.2,1.1,1.1,-5,4,1.1,19
CCSC1=C(C#N)C(c2ccccc2Cl)CC(=O)N1 (stereo not drawn),0.9,-9,2,1,1,0.9,0,-3,1,5
Cc1ccc(/C=C/C(=O)O)cc1S(=O)(=O)N(CCO)CCO,0.9,-7,0,0.9,1,1,0,-2,0.9,11
Cc1cc(C)n(Cc2n[nH]c(=S)n2Cc2ccccc2)n1,0.8,5,4,0.9,1,1,0,0,0.8,18
COc1ccc(C(=O)N/N=C/c2ccc(OC(=O)c3ccccc3)cc2)cc1,0.9,-16,-22,0.9,1,1.1,1,-1,1,6
CCOc1ccc(C2NC(=O)C(C#N)=C(S)N2c2cccc(C)c2)cc1OC (stereo not drawn),0.8,-5,15,0.9,1,1,-2,4,1,15
COCCN(CCOC)C(=O)c1ccc(SCc2ccc(C)cc2)c([N+](=O)[O-])c1,0.8,-5,5,0.9,1,1.1,-2,-3,0.9,22
O=c1oc2c(CN3CCCCC3)c(O)ccc2c2c1CCCC2,0.8,-17,-1,0.9,1,1.1,-4,3,1,16
O=C(Cn1nnc2ccccc21)Nc1ccc(Cl)cn1,1,11,16,1.1,1,1,-2,3,1.1,0
CCOC(=O)CNC(=O)N1c2ccccc2Sc2ccccc21,0.9,-12,12,1,1.1,1.1,-10,11*,1,7
O=C(CCSCc1ccccc1F)N1CCN(c2ccccn2)CC1,0.9,-13,3,0.9,1.1,1,-8,2,0.9,13

# Sorted by molecular weight (highest first): part of the list above.
SMILES,Diaphorase act,TNAP inh no acc,G6PDH CS,PMI activator,TNAP act hi DEA,FLuc act counter,TNAP inh hiacc,HMGR II inh,PMI act hi M6P,Diaph inh CS
COCCN(CCOC)C(=O)c1ccc(SCc2ccc(C)cc2)c([N+](=O)[O-])c1,0.8,-5,5,0.9,1,1.1,-2,-3,0.9,22
CCCCN(C(=S)Nc1cccc(C)c1C)c1c(N)n(CCC)c(=O)[nH]c1=O,0.9,-10,-2,0.9,1,1,-4,-18,0.9,13
CCN(Cc1ccccc1)C(c1ccccn1)c1nnnn1C1CCCCC1 (stereo not drawn),0.8,-9,3,1,1,1,-2,1,0.9,17
COc1ccc(C(=O)N/N=C/c2ccc(OC(=O)c3ccccc3)cc2)cc1,0.9,-16,-22,0.9,1,1.1,1,-1,1,6
O=C(CCSCc1ccccc1F)N1CCN(c2ccccn2)CC1,0.9,-13,3,0.9,1.1,1,-8,2,0.9,13
Cc1ccc(/C=C/C(=O)O)cc1S(=O)(=O)N(CCO)CCO,0.9,-7,0,0.9,1,1,0,-2,0.9,11
CCOC(=O)CNC(=O)N1c2ccccc2Sc2ccccc21,0.9,-12,12,1,1.1,1.1,-10,11*,1,7
O=c1oc2c(CN3CCCCC3)c(O)ccc2c2c1CCCC2,0.8,-17,-1,0.9,1,1.1,-4,3,1,16
Cc1cc(C)n(Cc2n[nH]c(=S)n2Cc2ccccc2)n1,0.8,5,4,0.9,1,1,0,0,0.8,18
O=C(Cn1nnc2ccccc21)Nc1ccc(Cl)cn1,1,11,16,1.1,1,1,-2,3,1.1,0
CN1CCN(C(=O)c2ccc3c(c2)OCCO3)CC1,0.8,-11,4,1.2,1.1,1.1,-5,4,1.1,19
CC(C)[C@H](NC(=O)c1ccccc1)C(=O)O,0.9,-15,0,1,1,1,-3,-3,1,12

# Additional compounds follow.
SMILES,Diaphorase act,TNAP inh no acc,G6PDH CS,PMI activator,TNAP act hi DEA,FLuc act counter,TNAP inh hiacc,HMGR II inh,PMI act hi M6P,Diaph inh CS
O=C(CN1C(=O)C(=O)N(Cc2ccccc2)C1=O)Nc1ccc(F)c(Cl)c1,0.8,-6,3,0.9,1.1,1.1,-5,1,0.9,16
O=C(NCC1CCN(Cc2ccccc2Cl)CC1)Nc1cccc(Cl)c1,1,-42,13,1,1.1,1.1,-8,-4,0.9,0
CC(C)NC(=O)N1CCN(c2ccncc2S(=O)(=O)N2CCOCC2)CC1,1.1,-5,5,1.1,1.1,1.1,-8,-4,1.1,-7
Cc1onc(-c2ccccc2Cl)c1C(=O)Nc1sc2c(c1C#N)CCC2,0.8,-6,1,0.8,1,1,2,1,0.9,21
COc1ccccc1Cn1c(=O)[nH]c2cccnc21,0.8,-11,2,1,1.1,1.1,-6,2,1,17
Cc1cc(/C=N/n2c(COc3ccccc3C)nc3ccccc3c2=O)c(O)c([N+](=O)[O-])c1,0.9,30,14,1,0.8,0.8,23,0,1,7
CC1(C)CC(c2nc(-c3ccc([N+](=O)[O-])cc3)cs2)CCO1 (stereo not drawn),0.8,-11,16,0.9,1,1,-3,-1,0.7,15
COCCNC(=S)N(CCc1c(C)[nH]c2ccc(F)cc12)Cc1cccs1,0.9,-2,7,1,1,1,-4,1,0.9,14
COc1ccc(OC)c(NC(=S)N2CCN(Cc3ccccc3)CC2)c1,1,-11,4,1,1,1,-4,2,1,-5
NC(=O)C1CCN(Cc2nc3ccccc3c(=O)[nH]2)CC1,1,-3,-3,0.9,1,1.1,-4,-5,1,2

# As entered above:
# PMI act hi M6P, O=C(CN1C(=O)C(=O)N(Cc2ccccc2)C1=O)Nc1ccc(F)c(Cl)c1 is entered as 0.9
# TNAP inh no acc, O=C(CCSCc1ccccc1F)N1CCN(c2ccccn2)CC1 is entered as -13

# Next results follow.
SMILES,Diaphorase act,TNAP inh no acc,G6PDH CS,PMI activator,TNAP act hi DEA,FLuc act counter,TNAP inh hiacc,HMGR II inh,PMI act hi M6P,Diaph inh CS
CC/C(=N\NC(=O)c1c[nH]c2ccccc12)c1cccs1,1.1,0,5,1.1,1.1,0.7,-8,0,1.1,-11
CCCCOc1ccc(C(=O)OCC(=O)Nc2cc(C)on2)cc1,1,-3,1,1,1,1,-5,-6,1,0
Cc1cc(OCCOCCN2CCCC2)ccc1C(C)C,0.9,-16,14,0.9,1,1,-5,-3,1,14
Cc1[nH]c(=O)[nH]c(=O)c1NC(=O)CSc1ncccc1-c1nc2ccccc2[nH]1,0.8,-1,11,0.9,1,1,-1,-3,0.9,15
C=CCSc1nnc2c(n1)OC(c1c(C)[nH]n(-c3ccccc3)c1=O)Nc1ccccc1-2 (stereo not drawn),0.9,-8,-2,1,1.1,1.1,-5,-1,1,8
CCc1ccc(C(=O)CSc2ncn[nH]2)cc1,0.9,-14,5,0.6,1,0.9,2,-8,1.2,10
COc1ccc(CN2CCC(c3nc4ccc(Cl)cc4[nH]3)CC2)cc1,1,-13,10,1,1,1.1,-3,-8,1.1,2
O=C(COC(=O)/C=C/c1ccccc1)NCCC1=CCCCC1,0.9,-2,-8,0.9,1,1,3,-6,1,8
O=C(c1ncc[nH]1)c1ccccc1C(=O)N1CCOCC1,0.9,-9,17,0.9,1,1,-4,3,0.9,9
Cc1ccc(N2C(=O)C3C4CC(=O)C(c5ccccc54)C3C2=O)cc1 (stereo not drawn),1.1,-8,2,1,1,1,-4,.,1.1,-8
CC(OC(=O)/C=C/c1cccs1)C(=O)Nc1ccc(S(N)(=O)=O)cc1 (stereo not drawn),1,-1,0,1.1,1,1,-4,-9,1.1,2
CC1(C)CC(=O)C2=C(C1)N(CCN1CCOCC1)C1=C(C(=O)CC(C)(C)C1)C2c1cccc(Cl)c1,0.8,-19,4,0.9,1,1,-3,-3,1,23
COc1c(OC(C)=O)ccc(/C=C/c2ccc3cccc(OCc4ccccc4)c3n2)c1[N+](=O)[O-],0.8,-13,-23,0.8,1,0.8,1,0,0.9,19
Cn1ncc(Cl)c1C(=O)N1CCc2ccccc21,1.1,-9,3,1,1,1,-2,0,1,-11
CCCNC(=O)c1ccccc1NC(=O)CN(c1ccccc1OCC)S(C)(=O)=O,0.9,-14,0,1,1,1.1,-3,3,1,8
O=C(N/N=C/c1ccncc1)c1ccccc1[N+](=O)[O-],1,-7,4,1,1,1,-2,-2,0.9,4
CC(C)CCNC(=O)c1ccc2nc[nH]c2c1,0.8,-18,7,1,1.1,1,-9,1,1,15
COc1ccc(CCNC2=NCCS2)cc1,1,6,4,1.1,1.1,1.1,-6,0,0.9,2
